# NPR1 activator – GC-A stimulated cGMP production enhancers – HEK293 GC-A cells, cGMP TR-FRET, EC30 ANP, primary screen; 0% at EC30 ANP, 100% saturating ANP; activation, % at 10 µM; 0.14% of 370,000 active; AID 1671463, 2021; in the data active = activation above about 40%
# hcDAF-12 act – H. contortus DAF-12 nuclear receptor activators, primary screen, cell-based, luminescence, HEK293, lit1-tk-luc reporter | HEK293 hcDAF-12 lit1-tk-luc reporter; 0% DMSO, 100% Δ7-dafachronic acid | activation, % at 6.8 µM | 1.4% of 370,000 active | AID 652067, 2013;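 active = activation above the mean of all tested compounds plus 3 SD, cut at about 5.5% in these data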;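 note: 100% = response to 3 µM Δ7-dafachronic acid high control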
# ADAM10 inh – human ADAM10 inhibitors, primary screen, biochemical, QFRET, HTS | Disintegrin and metalloproteinase domain-containing protein 10 (Homo sapiens), O14672 | recombinant ADAM10, EDANS/DABCYL FRET peptide cleavage, 3 h | inhibition, % at 7 µM | 0.62% of 370,000 active;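 active = inhibition above a per-campaign cutoff equal to the mean of compounds falling between control-based bounds plus 3 SD, cut at about 20% in these data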;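 note: 0% = DMSO wells while the 100% control is not disclosed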
# NPR2 activator – human GC-B receptor activators, primary screen, HEK293 GC-B cells, cGMP TR-FRET, EC30 CNP. 0.11% of 370,000 active. activation, % at 10 µM. AID 1920062, 2024. Atrial natriuretic peptide receptor 2 (Homo sapiens), P20594. 0% at EC30 CNP, 100% saturating CNP;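 active = activation at 10 µM reaching about 35% in either raw or pattern-adjusted values, limit read from the data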
# Target sequence (P20594 whole entry, looked up): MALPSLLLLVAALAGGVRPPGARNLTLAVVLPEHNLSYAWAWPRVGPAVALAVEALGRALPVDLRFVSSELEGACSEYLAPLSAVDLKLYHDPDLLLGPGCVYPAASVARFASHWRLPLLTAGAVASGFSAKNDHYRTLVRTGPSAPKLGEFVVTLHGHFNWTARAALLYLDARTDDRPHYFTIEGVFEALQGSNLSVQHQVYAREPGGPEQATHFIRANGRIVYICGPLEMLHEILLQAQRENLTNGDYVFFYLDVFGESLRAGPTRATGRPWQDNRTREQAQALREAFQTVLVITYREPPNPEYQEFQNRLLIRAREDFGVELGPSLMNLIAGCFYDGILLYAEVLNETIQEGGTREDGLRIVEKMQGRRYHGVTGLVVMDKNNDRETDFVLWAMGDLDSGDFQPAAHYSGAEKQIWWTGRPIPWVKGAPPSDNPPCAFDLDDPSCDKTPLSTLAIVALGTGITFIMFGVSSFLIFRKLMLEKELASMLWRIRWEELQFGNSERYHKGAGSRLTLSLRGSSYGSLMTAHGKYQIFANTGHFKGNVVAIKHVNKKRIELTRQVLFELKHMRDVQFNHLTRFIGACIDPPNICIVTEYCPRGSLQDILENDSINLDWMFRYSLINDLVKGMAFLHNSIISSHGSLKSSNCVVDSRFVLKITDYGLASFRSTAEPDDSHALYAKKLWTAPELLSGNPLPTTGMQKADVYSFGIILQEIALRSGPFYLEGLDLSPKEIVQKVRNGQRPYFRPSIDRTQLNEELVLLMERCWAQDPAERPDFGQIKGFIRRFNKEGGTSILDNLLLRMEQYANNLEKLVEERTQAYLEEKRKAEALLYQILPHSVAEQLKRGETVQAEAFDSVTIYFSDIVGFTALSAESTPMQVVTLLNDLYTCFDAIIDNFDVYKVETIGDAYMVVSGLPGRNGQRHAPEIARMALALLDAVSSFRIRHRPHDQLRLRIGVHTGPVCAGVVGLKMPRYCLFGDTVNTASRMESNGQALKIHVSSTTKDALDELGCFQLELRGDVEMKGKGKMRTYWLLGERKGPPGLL
# ssDAF-12 act – S. stercoralis DAF-12 nuclear receptor activators, primary screen, cell-based, luminescence, HEK293, GRIP1 co-expression, lit1-tk-luc; HEK293 ssDAF-12/GRIP1 lit1-tk-luc reporter; % of 3 µM dafachronic acid response; activation, % at 6.8 µM; Nuclear hormone receptor DAF-12 (Strongyloides stercoralis); 1% of 370,000 active; AID 652126, 2013;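 active = activation above the mean over all tested compounds plus 3 SD, cut at about 0.9% in these data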;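 note: 0% = DMSO-only wells and 100% = 3 µM delta7-dafachronic acid wells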
# HGIII-sPLA2 inh – human group III sPLA2 inhibitors, primary screen, biochemical, QFRET, BODIPY PC-A2 liposome substrate; inhibition, % at 12.2 µM; 0.56% of 370,000 active; QFRET BODIPY PC-A2 liposome hydrolysis, fluorescence; Group 3 secretory phospholipase A2 (Homo sapiens), Q9NZ20;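 active = inhibition above mean plus 3 SD of compounds lying within the high and low control bounds, cut at about 19% in these data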;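 note: 0% = median of test compound wells and 100% = no enzyme DMSO wells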
# hgDAF-12 ag – H. glycines DAF-12 receptor agonists, primary screen, cell-based, luminescence, HEK293, GAL4 fusion, UAS-luciferase; Nuclear hormone receptor DAF-12 (Heterodera glycines), GAL4 fusion; HEK293 GAL4-hgDAF12 UAS-luciferase reporter, agonist luminescence; normalized to butyrate control; activation, % at 6.8 µM; 1.8% of 370,000 active; AID 687014, 2013;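 active = activation above a cutoff set at the mean of all screened compounds plus 3 SD, cut at about 10% in these data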;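 note: 0% = DMSO wells and 100% = sodium butyrate wells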
# SMARCA2 activ – SMARCA2 (BRM) function activators, primary screen, cell-based, luminescence, high throughput. MG213 cells, MMTV-luciferase reporter, dexamethasone, overnight. activation, % at 9.1 µM. 1% of 370,000 active; in the data active = activation above about 7.8%;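 note: 0% = vehicle wells and 100% = reference activator wells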
# DAX1 inh-1 – DAX1 (NR0B1) inhibitors on StAR promoter, primary screen, cell-based, luminescence, SF-1 (NR5A1), full-length DAX-1 | inhibition, % at 6.8 µM | 1.1% of 370,000 active | HEK293T StAR-luciferase reporter, SF-1/DAX-1 repression relief | AID 652010, 2013;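 active = inhibition above the mean over all tested compounds plus 3 SD, cut at about 3.6% in these data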;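 note: 0% = DAX-1 cells with DMSO and 100% = cells lacking DAX-1 with DMSO; higher inhibition means more luminescence from relief of DAX-1 repression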
# DAX1 inh-2 – DAX1 (NR0B1) inhibitors, primary screen, cell-based, HEK293, Gal4-DAX1, luciferase luminescence. Nuclear receptor subfamily 0 group B member 1 (Homo sapiens), P51843. HEK293 Gal4-DAX1 luciferase reporter. inhibition, % at 6.75 µM. 0.99% of 340,000 active. AID 504766, 2011;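 active = inhibition above the mean over all tested compounds plus 3 SD, cut at about 4.2% in these data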;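 note: 0% = DAX1-transfected cells with DMSO and 100% = empty-vector control cells with DMSO; inhibition shows as a rise in luminescence from relieved DAX1 repression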
# FXN GAA850 act – FXN promoter activators, primary screen, cell-based, luciferase luminescence, HEK293 lucGAA850 | HEK293 lucGAA850 FXN promoter luciferase reporter, 24 h; percent of 10 µM SAHA response | activation, % at 6 µM | AID 540364, 2011 | 0.56% of 360,000 active;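 active = activation above the average of all compounds screened plus 3 SD, cutoff fixed separately per campaign, cut at about 7.5% in these data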;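 note: 0% = DMSO wells and 100% = 10 µM SAHA wells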
# Starred values were filed as active, the others as inactive; i = inactive; . = no result given.
SMILES,NPR1 activator,hcDAF-12 act,ADAM10 inh,NPR2 activator,ssDAF-12 act,HGIII-sPLA2 inh,hgDAF-12 ag,SMARCA2 activ,DAX1 inh-1,DAX1 inh-2,FXN GAA850 act
Cc1ccc(C(C)C)c(OCCN(C)C)c1,3,-1.1,-6,-1,-1.2,-6,-1.0,1,0.2,-0.7,-0.7
CCCC(=O)Nc1cc(OC)c(NC(=S)Nc2cccc(C)c2)cc1OC,-4,-1.2,-9,-13,-1.3,14,-1.2,-1,-2.5,-0.1,-0.7
COc1ccc(/C=C/C(=O)C2(O)CCCCC2)cc1OC,2,-1.1,-19,-3,-1.6,-3,-3.3,-2,-1.1,-0.8,0.4
C/C(CC(=O)Nc1cccc(C(F)(F)F)c1)=N\NC(=O)C1CCCCC1,4,-0.9,10,3,-1.4,-27,-0.1,-1,-0.9,-0.5,0.7
O=C(NCC1COc2ccccc2O1)c1cc2ccccc2o1 (configuration not stated),8,0.0,2,-5,-1.4,-11,1.4,4,0.5,-0.3,1.3
O=C(COC(=O)C1=COCCO1)Nc1ncc(Cl)cc1Cl,1,-0.4,-14,2,-0.7,3,5.0,-2,1.0,0.3,0.6
CC(C)Oc1cc(NC(=O)CSCC(=O)Nc2cccc(C(F)(F)F)c2)c(Cl)cc1Cl,-8,0.7,19,1,-1.1,-1,-0.6,2,-0.8,0.1,0.5
Cc1ccc(N2C(=O)C(Cl)=C(N3CCCCCC3)C2=O)c(C)c1,-2,-2.8,-1,-5,-2.0,-3,-1.6,-1,-0.8,-0.7,0.9
CC(NC(=O)c1ccccc1F)c1nnc(SCC(=O)Nc2nnc(C3CC3)s2)n1C (configuration not stated),1,-2.1,-1,7,-1.0,7,-1.0,-1,-0.3,-0.5,-2.1
CN(C)/C=C/C(=O)c1cnc(-c2ccccc2)s1,5,-1.0,-6,-1,-1.2,-5,1.2,-1,0.7,0.2,1.5
O=C(NCCN1CCN(Cc2ccccc2)CC1)c1cc2c(=O)[nH]c3ccccc3c2s1,4,-2.5,i,-2,-2.1,-30,-1.9,0,0.0,-0.1,-4.4
C=CCNC(=O)CSc1ccc(Cl)cc1,-1,-1.1,-6,2,-1.3,-2,2.6,-1,-0.2,0.7,-1.4
Cc1cc(C)c(O)c(C(=O)CC2CC(=O)NC(=O)C2)c1,-1,-1.7,-8,1,-2.4,2,-9.2,-3,-5.4,.,.
COc1ccccc1C(=O)N/C(=C/c1ccc(Br)cc1)C(=O)N1CCOCC1,-2,-0.9,-8,4,-1.3,-1,1.7,-1,-0.5,-0.3,0.6
CCCCn1c(N)c(N(CCOC)C(=O)COC(=O)c2cc(CCC)c(C)s2)c(=O)[nH]c1=O,2,-1.0,-17,-1,-1.3,8,-1.0,-3,0.0,-0.1,-0.2
COc1ccc2c(c1)C(c1cccs1)=NNC(c1ccncc1)=N2,-12,0.0,2,1,-1.8,0,2.3,-1,1.2,-0.7,9.4*
c1cc2c(cc1C1CCCCC1)c1c3n2CCCNC3CCC1 (configuration not stated),1,-0.2,-4,2,-0.5,14,-0.7,-6,-0.5,0.5,0.1
CC(C)NC(=O)N(C)C[C@@H]1Oc2ccc(NC(=O)CCN3CCOCC3)cc2CC(=O)N([C@@H](C)CO)C[C@@H]1C,-2,-1.1,-1,0,-1.2,2,-0.6,2,-0.1,-0.5,0.7
Cc1nn2c(NCCCn3ccnc3)cc(C(C)C)nc2c1-c1ccccc1,-12,0.0,-51,-6,-1.0,-15,0.7,-1,-0.3,-0.5,-1.5
COc1ccc(C2=[N+](C)CCn3cccc32)c(OC)c1,0,-1.3,1,3,-2.0,3,-1.8,-6,-1.4,-2.4,-1.5
COc1ccccc1N1CN(Cc2ccccc2)CNC1=S,-5,-1.4,4,-9,-1.4,5,0.4,1,-0.1,0.1,0.1
CCN(CC(=O)Nc1ccccc1C(F)(F)F)CC(=O)NC1CC1,3,-0.8,-9,-1,-1.6,4,7.5,2,-1.2,0.2,0.0
COc1ccc(NC(=O)c2ccc(=O)[nH]c2)cc1S(=O)(=O)N1CCOCC1,-1,-1.6,4,0,-0.9,4,0.6,-1,0.5,-0.1,-0.1
COC(=O)c1ccccc1S(=O)(=O)N1CCC(C(=O)OCC(=O)NC2CCCCC2C)CC1 (configuration not stated),1,-1.5,-3,5,-1.1,-2,0.4,-3,2.6,0.6,-0.1
CCN1CCCC1CNC(=O)c1cc2c(=O)n(C)c3ccccc3c2n1C (configuration not stated),2,1.4,-69,5,-1.4,5,3.4,-2,1.6,4.1,0.9
Cc1ccccc1C1=NC(C(F)(F)F)(C(F)(F)F)c2c(n(-c3ccc(F)cc3)c(=O)[nH]c2=O)N1,1,0.0,-20,-4,-1.0,6,-3.4,-2,-0.6,-1.2,-1.2
CN(C1CCCC1)C1CCN(C(=O)CNC(=O)/C=C/c2cccc(C(F)(F)F)c2)CC1,2,-0.7,-1,1,-1.3,-1,-2.4,1,0.6,0.7,1.6
COc1ccc(C(=O)COC(=O)C(CC(C)C)N2C(=O)c3ccccc3C2=O)cc1 (configuration not stated),-5,0.9,14,0,-1.6,-11,1.9,-2,0.2,0.0,1.9
COc1ccc(NS(=O)(=O)c2cccc(C(=O)NCCCN3CCCC3=O)c2)cc1,-1,-2.0,-2,-1,-1.1,2,-0.8,1,-0.1,-0.7,-0.7
COc1ccc(OC)c(S(=O)(=O)Nc2ccccc2C(F)(F)F)c1,-1,-1.6,-1,-3,-1.5,-10,1.3,3,-0.5,0.2,0.0
CCN(C(=O)Cn1c(=O)oc2cc(S(=O)(=O)N3CCCC3)ccc21)c1ccc(OC)cc1,12,-0.3,-17,0,-0.9,8,1.1,-6,-1.6,-0.2,-1.1
CCOc1ccc(OCC)c(NC(=O)Nc2ccc3c(c2)N(C)C(=O)CS3)c1,-1,-2.1,3,-10,-1.4,-10,-2.7,-1,-1.9,-1.9,-0.9
O=C1NC(=O)C(CSc2ccccc2)(c2ccccc2)N1 (configuration not stated),1,-0.8,1,-3,-0.5,-2,3.4,3,-2.4,0.5,-0.3
O=C(COc1ccc(Cl)cc1)NNC(=S)NCc1ccccc1,-2,-2.9,-1,3,-0.3,3,2.9,-1,-0.3,1.5,-0.6
CCN(CC)CCCNC(=O)c1cc(Nc2ccc(OC)cc2)nc2ccccc12,-5,-0.6,-11,-10,-1.3,7,0.1,-2,0.2,-0.3,-0.5
Cn1ncc([N+](=O)[O-])c1C(=O)NCc1ccccc1,0,-1.9,-1,0,-1.9,0,0.7,-3,-0.1,0.1,1.9
O=C(COC(=O)c1cccc(S(=O)(=O)N2CCCC2)c1)Nc1ccccc1Cl,-3,0.8,-10,4,-1.6,1,3.7,-1,0.7,0.5,0.5
COc1cccc(N(C(=O)c2nc3nccc(C)n3n2)c2nc3ccccc3s2)c1,5,8.4*,14,-2,1.1*,-13,20*,4,4.0*,1.2,7.2
CCCCn1c(=O)c(Cc2ccccc2)c(O)c2ccccc21,0,-0.9,-17,6,-1.5,6,0.1,0,-0.3,0.0,1.5
CC(=O)NC(O)C(=O)c1ccco1 (configuration not stated),3,-0.8,-2,4,-1.4,-2,0.7,-1,0.2,-1.3,0.8
Cc1ccc(-c2c(C)n([O-])c3c([n+]2=O)CCC3)cc1,-1,2.7,6,-8,-0.7,-1,1.1,14*,-0.5,-1.0,3.2
O=C(N/N=C/c1c[nH]c2ccccc12)c1ccc(O)c(O)c1,-2,5.2,1,0,0.2,6,1.9,-1,0.2,0.7,2.1
O=C(CS(=O)(=O)c1ccc(F)cc1)NCc1ccccc1,-2,-0.6,-14,4,-1.2,18,1.1,-2,1.5,1.6,0.7
CC(=O)Nc1ccc(NC(=O)c2ccc([N+](=O)[O-])cc2Cl)cc1,1,-1.7,-4,0,-1.6,3,1.3,0,-0.1,0.6,0.6
CCn1c(SCC(=O)c2cc(OC)ccc2OC)nnc1C(C)C,-2,2.8,-4,5,1.2*,-8,2.6,-1,0.7,1.6,-0.2
COc1ccc(-n2c(SCC(=O)NCC3CCCO3)nc3ccccc3c2=O)cc1Cl (configuration not stated),-7,-2.0,-10,-4,-1.3,18,-4.1,-3,-2.2,-0.4,-3.2
COc1ccc(CCNC(=O)c2cnn3c(C(F)F)cc(C)nc23)cc1OC,4,-0.3,-18,0,-0.8,20*,2.3,-2,-0.2,-0.3,2.3
CC1(C)NC(=O)N(CC(=O)OCC(=O)Nc2c(Br)cc([N+](=O)[O-])cc2Br)C1=O,-1,-0.1,-5,7,-0.7,8,3.4,-1,-0.5,-0.7,3.0
CCCCC(=O)NC1(C(F)(F)F)C(=O)N(Cc2ccco2)C(C)=C1C(=O)OC (configuration not stated),3,-0.7,1,3,-1.5,0,2.0,-2,-0.1,-0.9,1.3
CC(C)CC(=O)N/N=C/c1c(N)n(C)c(=O)n(C)c1=O,4,-2.4,-4,-2,-1.1,-2,-0.1,2,-0.3,-1.5,1.8
Cc1ccc(N(C(=O)c2ccc(S(=O)(=O)N3CCOCC3)cc2)C2C=CS(=O)(=O)C2)cc1C (configuration not stated),-1,-1.1,-3,8,-1.2,0,-0.1,-1,0.0,-0.2,-0.6
COc1ccc(Cc2nc3ccccc3n2C)cc1,2,0.8,3,3,-1.0,5,2.0,-4,0.0,-0.2,3.3
O=[N+]([O-])c1cccc(CN2CCN(c3ncccn3)CC2)c1,-3,-1.9,5,4,-1.9,15,1.4,-2,0.4,-1.9,0.5
CCN1CCC[C@H]1CNC(=O)c1c(O)c(Cl)cc(Cl)c1OC,2,-1.0,-18,0,-1.5,6,2.0,-1,-0.1,1.6,2.9
CCOc1ccccc1OCCCC(=O)ON=C(N)c1ccccc1,-3,-0.4,-2,-1,-1.4,-3,-0.6,3,1.1,-0.4,0.1

# Compounds were not picked by outcome; overall some 6.6% were active at least once.
